TcdB GH inh: TcdB glycohydrolase inhibition. TcdB glycohydrolase enzymatic assay, plate reader. inhibition, % at 9.99 µM. hit rate 0.24% among 350,000. AID 652162; in the data active = inhibition above about 10%
PfHsp40 yeast: rescue of PfHsp40-mediated yeast toxicity | S. cerevisiae expressing PfHsp40, growth rescue, ATP luminescence | growth rescue, % at 12.5 µM | hit rate 0.68% among 340,000 | AID 504582; in the data active = growth rescue above about 28%, passing the limit was not always enough;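 also: yeast W303a lacking pdr1 and pdr3 grown in galactose medium; growth measured after three days at 30 °C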
BH1578 lux ind: induces V. cholerae light production without autoinducers; V. cholerae BH1578 lux reporter, luminescence, 6 h; activation, % at 18.7 µM; hit rate 0.16% among 350,000; in the data active = activation mostly above about 9.7%, no sharp cut-off; also: not every result past the cut was called active; inactives centre near 0; reference of the scale not given here
UGM FP inh: Mtb UDP-galactopyranose mutase inhibition. P9WIQ1. purified UGM, fluorescence polarization probe displacement. inhibition, % at 10 µM. hit rate 0.06% among 320,000. AID 504406; in the data active = inhibition above about 10%, passing the limit was not always enough
Yp Topo-I inh: inhibitors of Yersinia pestis topoisomerase I | Y. pestis Topo-I cleavage product accumulation, plate reader | activity, % at 10 µM | AID 504884 | hit rate 0.064% among 360,000; in the data active = activity above about 50%, passing the limit was not always enough; also: inactives centre near 2
Mtb FBA inh: inhibits M. tuberculosis FBA enzyme | purified M. tuberculosis FBA, fluorescence read-out | hit rate 2.3% among 360,000 | AID 588726 | inhibition, % at 1 µM; in the data active = inhibition above about 27%;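 also: 0% = vehicle and 100% = reference inhibitor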
FadD28 FP inh: blocks FadD28 binding to the bisubstrate probe; fluorescence polarization; inhibition, % at 12.5 µM; hit rate 0.22% among 360,000; AID 588549; in the data active = inhibition above about 8.5%, passing the limit was not always enough
GDH-TPI counter: inhibits GDH-TPI coupling enzymes, artifact for Mtb FBA screen. inhibition, % at 4.8 µM. AID 588335. GDH-TPI coupled enzyme counterscreen, NADH absorbance. hit rate 1.2% among 360,000; in the data active = inhibition above about 30%;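 also: 0% = DMSO wells and 100% = wells lacking the enzyme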
Mtb BioA inh: BioA (M. tuberculosis) enzyme inhibition; purified M. tuberculosis BioA enzyme, plate reader; inhibition, % at 9.99 µM; hit rate 0.096% among 360,000; AID 602481; in the data active = inhibition above about 40%
The depositor's hits bear a star; i = inactive; x = no result given; & = joins results of further samples.

SMILES	TcdB GH inh	PfHsp40 yeast	BH1578 lux ind	UGM FP inh	Yp Topo-I inh	Mtb FBA inh	FadD28 FP inh	GDH-TPI counter	Mtb BioA inh
CCn1c(SCC(=O)NCc2ccco2)nc2c(c1=O)SC(C)C2 (stereo unspecified)	x	-0.8	1.3	-2.1	-5	9	0.6	16	8.2
O=c1[nH]c(N/N=C/c2cc3c(cc2[N+](=O)[O-])OCO3)nc2ccccc12	1.7	-0.7	-0.5	-0.1	3	4	-3.1	-3	15
COc1ccc(CCN(C)S(=O)(=O)c2ccc(Cl)nc2)cc1OC	0.4	-0.9	-0.4	0.5	9	0	0.2	9	-0.5
CC(=O)Nc1ccc(Oc2ccc(S(=O)(=O)N3CCCC3)cn2)cc1	0.3	-1.1	0.0	0.7	1	4	-2.4	-7	0.1
Fc1ccc(CNC(=S)NC2CCCC2)cc1	-0.9	0.5	-0.3	0.5	-7	-4	-0.2	2	x
COc1ccc(NC(=O)CC(C)CC(=O)NCc2ccccc2)c(OC)c1 (stereo unspecified)	2.2	-1.4	-0.3	0.2	4	0	-1.6	-5	5.5
CCCN(C(=O)CSc1ncnc2sccc12)c1c(N)n(Cc2ccccc2)c(=O)[nH]c1=O	2.2	0.1	-5.0	0.1	10	-1	-5.1	-7	5.9
COc1ccc(C2NC(=O)C(C#N)=C(S)N2c2cccc(C)c2)cc1OC (stereo unspecified)	0.2	1.8	-0.5	1.8	-7	-2	-3.2	5	0.8
CC(C(=O)NC1CCS(=O)(=O)C1)N1C(=O)/C(=C/c2ccc(Cl)cc2)SC1=S (stereo unspecified)	-2.3	0.1	-0.4	-1.7	6	-4	-4.5	11	-1.6
COc1ccc(C(=O)O)cc1NC(=S)NC(=O)C(c1ccccc1)c1ccccc1	0.5	3.1	1.0	-0.9	-3	2	-2.9	6	-0.8
COc1cc(C(=O)OCC(=O)NCCC2=CCCCC2)ccc1OCC(C)C	1.0	2.3	i	-1.4	28	-1	-0.8	-6	x
O=C(NCc1ccccn1)c1ccc2c(=O)n3nc(Nc4ccccc4)sc3nc2c1	0.7	1.4	i	-0.4	14	2	0.5	10	2.0
Cc1nc2ccc(C(=O)NCCCn3ccnc3)cn2c1N(C)CC1CCCCC1	4.2	x	0.3	x	36	2	-1.7	0	2.3
COC(=O)CSc1ncnc2c1cnn2-c1ccc(C)cc1C	-4.1	0.1	2.8	1.7	9	-1	-1.3	-4	x
CC1=C(C(=O)Nc2ccccc2)C(c2ccc(N(C)C)cc2)NC(=O)N1 (stereo unspecified)	x	-0.8	i	4.7	1	4	-0.6	3	0.3
Cn1cnnc1SCC(=O)c1c(N)n(Cc2ccccc2)c(=O)n(C)c1=O	-3.2	-1.0	i	1.8	1	0	-2.4	5	x
Cc1c(N=CN2CCOCC2)c(=O)n(C)c(=O)n1C	x	-0.7	7.1	3.0	-3	1	-3.1	0	-2.5
C=CCOc1ccc(/C=N/NC(=O)CC(=O)NC2CCCCC2)cc1	0.0	-0.8	-4.8	-2.7	0	-2	0.7	2	-0.2
COc1ccc(NC(=O)CSc2nnc(-c3ccco3)c(-c3ccco3)n2)cc1OC	1.5	0.2	-0.7	-0.2	9	-5	-3.3	23	-0.1
Cc1ccc(OCC(=O)c2ccc(Cl)s2)c([N+](=O)[O-])n1	-1.8	0.3	i	-0.9	-3	2	1.0	2	x
COc1ccc(NS(=O)(=O)c2ccc3oc(=O)ccc3c2)cc1	1.5	-0.9	-0.3	-1.7	2	3	0.0	6	-0.8
O=S(=O)(c1ccc(Cl)s1)N1CCN(C/C=C/c2ccccc2)CC1	x	2.9	-0.3	0.2	1	3	-2.4	6	2.2
Cc1c(C(=O)O)cccc1-c1ccc(/C=C2\SC(=O)NC2=O)o1	-1.3	2.3	-1.7	0.4	-2	1	-11	16	-0.2
CC1CC(C)CN(CCCNC(=O)c2csc3c2CCCCC3)C1 (stereo unspecified)	0.5	1.2	i	-0.4	2	3	-1.1	-1	-0.7
Cc1cc(C)cc(NC(=O)CCN2C(=O)c3ccccc3S2(=O)=O)c1	1.1	0.4	-0.2	4.1	4	4	-0.5	4	-1.2

Entries of single compounds as entered above. Screens in order: TcdB GH inh	PfHsp40 yeast	BH1578 lux ind	UGM FP inh	Yp Topo-I inh	Mtb FBA inh	FadD28 FP inh	GDH-TPI counter	Mtb BioA inh
O=C(NCc1ccccn1)c1ccc2c(=O)n3nc(Nc4ccccc4)sc3nc2c1 in the list: 0.7	1.4	i	-0.4	14	2	0.5	10	2.0
Cn1cnnc1SCC(=O)c1c(N)n(Cc2ccccc2)c(=O)n(C)c1=O in the list: -3.2	-1.0	i	1.8	1	0	-2.4	5	x

(listing goes on)
SMILES	TcdB GH inh	PfHsp40 yeast	BH1578 lux ind	UGM FP inh	Yp Topo-I inh	Mtb FBA inh	FadD28 FP inh	GDH-TPI counter	Mtb BioA inh
Cn1ccnc1SCC(=O)c1c[nH]c2ccccc12	1.6	-0.7	-0.1	-0.7	-14	-1	-2.9	0	3.3
COC(=O)COc1ccc(S(=O)(=O)N2CCCCC2)cc1[N+](=O)[O-]	0.0	0.7	-0.8	-0.7	9	0	-0.9	3	x
O=C(Cn1cnc2scc(-c3ccccc3)c2c1=O)N1CCOCC1	x	-1.2	-0.6	-0.9	-1	5	-2.1	2	-0.2
CCN(c1ccccc1)S(=O)(=O)c1ccc(C(=O)NCC(=O)Nc2ccc(F)c(F)c2F)cc1	-12	-0.3	-3.8	-0.1	-9	3	0.9	4	-1.2
Nc1ncc(Br)cc1S(=O)(=O)NCCC(=O)N1CCN(c2ncccn2)CC1	x	-0.4	-0.3	1.9	-12	3	-3.1	-7	-0.6
CC1=NN(C(N)=S)C(=O)C1N=Nc1c(Cl)cc([N+](=O)[O-])cc1Cl (stereo unspecified)	-0.5	9.0	-1.7	1.4	-3	-10	-0.9	16	1.6
CCOC(=O)C1CCCN(Cc2nc3ccc([N+](=O)[O-])cc3c(=O)n2-c2ccc(OC)cc2OC)C1 (stereo unspecified)	0.6	0.1	-3.7	-2.7	2	-3	-1.5	5	-1.3
C/C(=N\NC(=O)c1cc2ccccc2cc1O)c1ccc(C)o1	-3.1	0.3	-0.4	0.4	-10	0	-2.4	20	-1.0
CC(C)Cn1c(-c2cc([N+](=O)[O-])ccc2Cl)nc2c1c(=O)[nH]c(=O)n2Cc1ccccc1	x	-0.3	-0.2	-1.6	13	0	-1.9	4	x
CCC(C)NC(=O)c1csc2c1CCCCC2 (stereo unspecified)	x	-0.1	i	-1.2	12	-4	-3.5	-10	0.3
CCN(CC)CCOc1ccc(Br)cc1	x	0.4	-1.5	0.6	3	1	-2.3	18	-0.4
COCCn1c(O)c(/C=N/NC(=O)CSC(=S)N2CCCC2)c(=O)[nH]c1=S	2.2	-1.4	-0.7	2.2	0	-3	-2.8	32*	5.0
O=C1C(=O)N(CCOCCO)C(c2ccccn2)/C1=C(\O)c1ccccc1 (stereo unspecified)	x	0.7	6.2	-4.9	-3	-1	-0.5	16	-2.6
CCOc1ccc2c3c(c(=O)oc2c1OCC)CCCC3	x	-0.2	i	0.7	15	12	-7.4	4	x
Cc1ccc(-c2nnc(Cc3ccc(Cl)cc3)o2)cc1	0.6	1.2	-0.2	-1.8	31	-1	-0.5	-1	-0.3
COc1ccccc1N1CCN(c2cc(C)nc3nc(C)nn23)CC1	-0.2	-0.2	0.7	-0.5	6	3	-1.4	-3	1.0
CCC(C)NC(=S)N(Cc1cc2cc(C)ccc2n2nnnc12)CC(C)(C)NC(C)C (stereo unspecified)	1.9	-0.4	1.2	0.2	0	3	0.6	-9	1.4
CCN(CCC(=O)O)c1ccccc1	x	0.3	i	1.3	-10	3	-2.7	-3	x
O=C(Nc1nnc([C@H]2C[C@H](O)[C@@H](CO)O2)s1)c1cccc(Oc2ccccc2)c1	0.7	x	0.9	x	-4	3	-3.6	23	-0.9
CCOC(=O)c1c(C)oc2c1c(C=NC1CCS(=O)(=O)C1)c(O)c1ccccc12 (stereo unspecified)	x	-2.3	i	1.9	-3	-1	0.3	11	-4.7
Cc1nn(C)c(C)c1CN(C)C(=O)c1cc2n(n1)C(C(F)(F)F)CC(c1cccs1)N2 (stereo unspecified)	x	-1.0	x	3.8	17	2	0.8	10	2.6
Cc1[nH]n(-c2ccccc2)c(=O)c1C=Nc1ccc(S(N)(=O)=O)cc1	0.8	0.4	i	-1.3	1	-2	-3.0	21	0.0
Cn1nnc2cc(C(=O)NCc3ccc4c(c3)OCO4)ccc21	x	-0.9	-0.3	-7.1	0	-2	-5.4	8	6.4
CC(=O)c1ccc(NC(=S)N2CCN(CCN3C(=O)c4cccc5cccc(c45)C3=O)CC2)cc1	-0.8	0.0	i	2.5	1	0	-0.9	7	-0.6
Brc1cc2c(cc1/C=N/Nc1nc(N3CCCC3)nc(N3CCOCC3)n1)OCO2	x	-0.6	i	-2.0	-5	-4	-0.3	32*	-0.1

Filtered by structure: the entries above containing a COOH group
SMILES	TcdB GH inh	PfHsp40 yeast	BH1578 lux ind	UGM FP inh	Yp Topo-I inh	Mtb FBA inh	FadD28 FP inh	GDH-TPI counter	Mtb BioA inh
COc1ccc(C(=O)O)cc1NC(=S)NC(=O)C(c1ccccc1)c1ccccc1	0.5	3.1	1.0	-0.9	-3	2	-2.9	6	-0.8
Cc1c(C(=O)O)cccc1-c1ccc(/C=C2\SC(=O)NC2=O)o1	-1.3	2.3	-1.7	0.4	-2	1	-11	16	-0.2
CCN(CCC(=O)O)c1ccccc1	x	0.3	i	1.3	-10	3	-2.7	-3	x

(further entries)
SMILES	TcdB GH inh	PfHsp40 yeast	BH1578 lux ind	UGM FP inh	Yp Topo-I inh	Mtb FBA inh	FadD28 FP inh	GDH-TPI counter	Mtb BioA inh
CN(Cc1ccccc1)S(=O)(=O)c1ccc2c(c1)n(C)c(=O)c(=O)n2C	1.1	1.0	i	-1.4	-1	2	-3.6	-15	x
CC1CCN(CCCNC(=O)c2cc3c(=O)n(C)c4ccccc4c3n2C)CC1	2.2	-1.0	-0.9	2.5	8	12	-1.9	9	0.5
COc1ccccc1-c1nnc(N(C)C(=O)C2CCCO2)s1 (stereo unspecified)	x	-0.6	-0.8	1.8	-6	17	1.1	8	-3.1
C=CCNC(=O)c1ccccc1NC(=O)c1ccccc1N(C)S(C)(=O)=O	-0.2	1.4	-0.4	0.7	6	0	-4.2	-4	0.1
CCC(C)NC(=O)c1ccc2c(Cl)c3c(nc2c1)CCC3 (stereo unspecified)	1.5	0.9	-0.4	1.6	10	2	-3.1	-1	0.4
CC(=O)c1cccc(CN2CCC(CO)(CCCc3ccccc3)CC2)c1	0.0	-1.7	-0.3	2.1	6	139*	-4.5	11	x
CC(=O)c1cccc(NC(=S)N2c3ccccc3CC2C)c1 (stereo unspecified)	0.8	1.4	-0.5	-0.9	-3	-6	-4.9	-12	0.2
FC(F)(F)c1ccccc1NC(=S)N1CCN(Cc2ccc3c(c2)OCO3)CC1	0.8	-1.1	0.7	-0.7	5	4	-3.8	-11	x
C[C@H](CO)N1C[C@H](C)[C@H](CN(C)S(=O)(=O)c2ccccc2C#N)OCc2cnnn2CCCC1=O	3.0&0.2	x	2.1	x	2	-2	-0.6	10	-0.4
Cc1nn(C(C)(C)C)c(C)c1/C=N/OC(=O)Nc1ccc(Cl)cc1	2.1	10	-0.5	-2.2	3	-1	-2.1	2	4.8
COc1ccc(C(=O)N=c2sc3c(C)ccc(OC)c3n2C)cc1OC	0.4	0.7	4.8	-1.3	12	1	-4.0	30	0.6
COc1ccccc1C(=O)Nc1ccnn1C1CCN(Cc2ccccc2OCCO)CC1	0.5	-0.5	x	-2.5	10	1	0.0	6	0.3
CC(C)(CNC(=O)c1ccc(Br)o1)N1CCOCC1	-0.4	1.6	-3.6	-0.1	1	0	-0.8	4	0.0
Cc1ccccc1NC(=S)Nc1cccc2cnccc12	1.7	-0.2	8.7	3.2	-17	-2	-4.0	12	-0.4

Quoted at random: three entries already listed, in no set order.
SMILES	TcdB GH inh	PfHsp40 yeast	BH1578 lux ind	UGM FP inh	Yp Topo-I inh	Mtb FBA inh	FadD28 FP inh	GDH-TPI counter	Mtb BioA inh
CN(Cc1ccccc1)S(=O)(=O)c1ccc2c(c1)n(C)c(=O)c(=O)n2C	1.1	1.0	i	-1.4	-1	2	-3.6	-15	x
CCC(C)NC(=O)c1ccc2c(Cl)c3c(nc2c1)CCC3 (stereo unspecified)	1.5	0.9	-0.4	1.6	10	2	-3.1	-1	0.4
Cc1ccccc1NC(=S)Nc1cccc2cnccc12	1.7	-0.2	8.7	3.2	-17	-2	-4.0	12	-0.4

From PubChem BioAssay
